High-throughput results (PubChem)
IMPase Li inh = qHTS Assay for Identifying the Cell-Membrane Permeable IMPase Inhibitors: Potentiation with Lithium | CHO-M1 cells, IP1 TR-FRET (IP-One), carbachol + lithium | AID 1457, 2008 | Potency, µM (highest dose often 59.4 µM), without a hit: at the highest dose activity, negative = IMPase inhibition, most hits filed as inhibitors | hit rate 0.35% among 210,000;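 also: IP1 builds up when IMPase is blocked and the TR-FRET signal falls; potency is read from the fitted curve at half-maximal effect; plate controls were basal vehicle for no effect and high inhibitor control for full effect; nearly all actives have a fitted effect of over 50% in size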
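Readout is a homogeneous TR-FRET IP1 immunoassay (Ex 320, Em 665 and 620), where raised cytosolic IP1 lowers signal. Cells were CHO-M1 treated 30 min at 37C with test compounds plus a little lithium; AC50 values came from Hill-equation fitting.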
CBFb-RUNX1 inh = qHTS Assay for Compounds Blocking the Interaction Between CBF-beta and RUNX1 for the Treatment of Acute Myeloid Leukemia | Runt-related transcription factor 1 (Homo sapiens) + Core-binding factor subunit beta … | AlphaScreen CBFb-His/RUNX1-biotin binding, biochemical | Potency, µM (highest dose often 59.8 µM), for the others: top-dose activity, negative = inhibition, most hits filed as inhibitors | 230,000 tested, under 10 active | AID 1477, 2009; also: % of control where 0% means no effect
Target sequence (Q01196 whole entry, looked up): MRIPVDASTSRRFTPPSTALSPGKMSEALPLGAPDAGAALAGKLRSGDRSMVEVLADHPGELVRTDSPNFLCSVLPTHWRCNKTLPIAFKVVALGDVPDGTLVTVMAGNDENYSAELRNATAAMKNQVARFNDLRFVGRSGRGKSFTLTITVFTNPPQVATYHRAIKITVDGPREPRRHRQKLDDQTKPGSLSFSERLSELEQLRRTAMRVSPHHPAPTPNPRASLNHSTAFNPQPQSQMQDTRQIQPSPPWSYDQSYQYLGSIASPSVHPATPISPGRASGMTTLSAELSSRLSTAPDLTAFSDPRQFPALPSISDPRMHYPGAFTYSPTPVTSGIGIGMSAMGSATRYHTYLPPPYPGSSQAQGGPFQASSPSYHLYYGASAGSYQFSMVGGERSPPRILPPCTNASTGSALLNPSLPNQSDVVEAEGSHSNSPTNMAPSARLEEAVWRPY
Target sequence (Q13951 whole entry, looked up): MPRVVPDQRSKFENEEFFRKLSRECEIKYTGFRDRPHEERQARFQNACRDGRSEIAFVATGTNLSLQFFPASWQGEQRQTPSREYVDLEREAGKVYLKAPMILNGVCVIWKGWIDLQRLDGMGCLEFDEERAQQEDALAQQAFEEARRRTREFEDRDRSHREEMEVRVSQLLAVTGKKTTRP
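Inhibition was taken as any reduction in AlphaScreen signal from the CBF-beta–RUNX1 pair (His and biotin tags, 30 nM each), measured after compound (15 min) and bead (90 min) incubations at room temperature.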
Luc counter = Counterscreen for Luciferase (Kinase-Glo TM) Inhibition. Luciferin 4-monooxygenase (Photuris pensylvanica), Q27757. Kinase-Glo luciferase, ATP luminescence, 8 min. Potency, µM (titrated, usually from 38.3 µM), for the others: at the highest dose activity change, negative = inhibition, actives largely listed as inhibitors. hit rate 0.28% among 200,000. AID 1379, 2008; also: potency is read from the fitted curve at half-maximal effect; % is scaled to controls: 0 for no effect and ±100 for the full control effect; nearly all actives have a fitted effect of over 60% in size
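Kinase-Glo luciferase light output from ATP and luciferin was measured with 10 uM ATP, within the enzyme's linear range. Buffer: 50 mM imidazole pH 7.2, 50 mM KCl, 7 mM MgCl2, 0.01% Tween 20, 0.05% BSA; luminescence read after 8 min at ambient temperature.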
SMN2 splice enh = qHTS Assay for Enhancers of SMN2 Splice Variant Expression | HEK293 SMN2-luciferase splicing reporter, luminescence, 30-36 h | Potency, µM (doses to about 46.1 µM), without a hit: at the top dose activity change, positive = activation, most hits filed as activators | hit rate 2.8% among 210,000 | AID 1458, 2008; also: potency is read from the fitted curve at half-maximal effect; % of control where 0% means no effect; nearly all actives have a fitted effect of over 55% in size
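HEK293 cells carry an SMN2 […]–luciferase reporter in which exon 7 inclusion puts luciferase in frame. Cells were plated 10-12 h before compound addition, then incubated 30-36 h at 37C. ONE-Glo luminescence was read; sodium butyrate at 4.5 mM final served as control.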
HttQ103 aggreg = qHTS Multiplex Assay to Identify Dual Action Probes in a Cell Model of Huntington: Aggregate Formation (GFP). PC12 HttQ103-GFP aggregates, Acumen cytometry, 40 h. Potency, µM (highest dose often 46.1 µM), for inactives: at the top dose activity change, negative = inhibition, actives largely listed as inhibitors. hit rate 1.1% among 220,000; also: potency is read from the fitted curve at half-maximal effect; % is scaled to controls: 0 for no effect and ±100 for the full control effect; nearly all actives have a fitted effect of over 60% in size
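PC12 cells with ecdysone-inducible HTT exon1 Q103-GFP, induced by 100 nM tebufenozide, given compounds in a concentration series. GFP aggregates (1–25 um, 6 SD above background) counted in lysates by laser-scanning cytometry, 488 nm excitation.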
HTT ATP protect = qHTS Multiplex Assay to Identify Dual Action Probes in a Cell Model of Huntington: Cytoprotection (ATP). PC12 HTT-Q103 induced, cytoprotection, ATP luminescence, 40 h. Potency, µM (doses to about 56.4 µM), for inactives: cytoprotection (ATP increase), most hits filed as activators. hit rate 0.14% among 230,000;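 also: potency is read from the fitted curve at half-maximal effect; % of control where 0% means no effect; nearly all actives have a fitted effect of over 45% in size; toxic huntingtin expression switched on by the ecdysone agonist tebufenozide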
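Compounds were screened for protection of PC12 cells against cell death after tebufenozide induction (100 nM final) of mutant Huntingtin exon 1 (Q103) fused to GFP.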
Lamin A splicing = qHTS Assay for Modulators of Lamin A Splicing. Potency, µM (doses to about 46.1 µM), inactives show at the top dose ratio change, negative = inhibition, hits mostly inhibitors. hit rate 0.01% among 200,000. HeLa LMNA splicing GFP/RFP minigene ratio, 48 h; active = well fitted inhibition curve with a large enough effect in the signal ratio, with a control signal flat, not every such curve was filed as active; inconclusive = small, poorly fitted or top-dose-only effect, or effect the other way, or a change in a side signal; the % refers to the signal ratio; also: potency is read from the fitted curve at half-maximal effect; % is scaled to controls: 0 for no effect and ±100 for the full control effect
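S3 HeLa cells stably expressing lamin A-EGFP splicing minigene plus DsRed2, 600 cells/well, 48 h compound exposure at 37C. Laser-scanning cytometry; analysed as GFP (500-530 nm)/RFP (575-640 nm) total intensity ratio; 0.5% DMSO vehicle.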
* = called active by the depositor; ? = inconclusive; . = not tested or not shown; & = joins results of further samples; [ ] = dose if it differs, or a comment. Unless noted, calls follow the shape of the dose curve; as a rule, active = well fitted curve in the direction sought with a large enough effect; inconclusive = small, poorly fitted or top-dose-only effect, or another doubt; inactive = no such curve, though single readings can be large; an effect the other way counts as inactive or inconclusive. Outcome played no part in choosing rows, and some 4% of all compounds hit somewhere here.

SMILES	IMPase Li inh	CBFb-RUNX1 inh	Luc counter	SMN2 splice enh	HttQ103 aggreg	HTT ATP protect	Lamin A splicing
COCc1cc(C)nc(SCC(=O)Nc2cccc(C)c2)c1C#N	22µM*	-5%	1%	0%	14%	-14%[10 µM]	-5%
Cc1cc2cc(C)c(SCC(=O)NCc3ccco3)nc2cc1C	8%	-2%	-2%	?	8%[9.22 µM]	8%[10 µM]	-17%[46 µM]
Cc1cccc(C2c3[nH]c4ccccc4c3CCN2C(=O)c2ccc(=O)[nH]c2)n1 (configuration not stated)	-6%	9%	3%	.	19%[9.22 µM]	0%[10 µM]	.
Cc1nc2ccccc2n1C1CC(=O)N(N(C)C)C1=O (configuration not stated)	13%[38.3 µM]	6%	-5%	?	1%	22%	1%
CCc1nnc(NC(=O)CSc2nnc(-c3ccco3)n2C)s1	3%[38.3 µM]	8%	-2%	-5%	14%	-6%	2%
O=C(Cc1ccccc1)Nc1cc([N+](=O)[O-])ccc1N1CCOCC1	10%	-4%	-2%	-9%	9%	18%[10 µM]	5%[46 µM]
Cc1ccc(/C=C(\C#N)C(=O)Nc2cccc3ncccc23)o1	5%	0%	-3%	-4%	1%	.	13%
Cn1cccc1/C=C1\CC(C(C)(C)C)C/C(=C\c2cccn2C)C1=O (configuration not stated)	41%[activator][38.3 µM]	4%	13%	-28%	-10%	2%	3%
Cn1c(=O)c2[nH]c(CCCCc3nc4c([nH]3)c(=O)n(C)c(=S)n4C)nc2n(C)c1=S	-10%	.	-3%[7.66 µM]	-5%[9.22 µM]	.	-1%[10 µM]	.
CCN1CCN(CCCNC(=O)C2c3ccccc3C(=O)N(C)C2c2ccc(OC)cc2)CC1 (configuration not stated)	21%[38.3 µM]	1%	-4%	0%	18%	7%	-9%
Cc1ccccc1OCc1nnc(SCC(=O)NCc2ccccc2)n1C	12%[38.3 µM]	6%	-3%	?	-10%	-2%	2%
C#CCOCCOCCOCCNc1nc(N2CCN(C(=O)[C@H](Cc3ccc(O)cc3)n3cc(CCO)nn3)CC2)nc(N2CCN(C(=O)[C@H](Cc3ccc(O)cc3)n3cc(CCO)nn3)CC2)n1	-5%	-5%[2.36 µM]	0%	5%	-9%	.	-9%
Cc1cc(C)cc(NC2=NCC(=O)N2Cc2ccccc2)c1	40%[38.3 µM]	-3%	1%	-17%	-6%	16%	15%
O=C(O)c1cc(=O)c2cccc(O)c2[nH]1	28%&20%	-17%&17%	1%&-5%	0%&3%	.	-6%&5%	.
CC(NC(=O)c1ccc2c(c1)OCCO2)c1ccc(S(N)(=O)=O)cc1 (configuration not stated)	-3%	9%	0%	4%	-9%	-10%	-18%[46 µM]
CC(=O)Cc1nsc(NC(=O)c2ccc(Cl)cc2Cl)n1	-3%	8%	-7%	10%	1%	-20%	6%[9.22 µM]
O=C(Nc1cccc(S(=O)(=O)N2CCOCC2)c1)C1CCCN(C(=O)c2ccc(Cl)cc2)C1 (configuration not stated)	.	20%	.	.	-20%[9.22 µM]	-6%[10 µM]	.
COc1cc(C2CC(=O)Oc3ccc(O)cc32)cc(OC)c1OC (configuration not stated)	14%	?	1%[39.9 µM]	.	.	-107%[inhibitor]	.
CC(=O)Nc1ccccc1/C=C/c1ccc2c(C)cc(C)c(O)c2n1	8%	2%	0%	3%	-3%	38%[10 µM]	-10%
CC(=O)c1cc2c(cc1NC(=O)C1CC=CCC1C(=O)O)OCO2 (configuration not stated)	13%[38.3 µM]	5%	5%	?	-14%	8%	3%

Reprinted from the listing for reference:
SMILES	IMPase Li inh	CBFb-RUNX1 inh	Luc counter	SMN2 splice enh	HttQ103 aggreg	HTT ATP protect	Lamin A splicing
C#CCOCCOCCOCCNc1nc(N2CCN(C(=O)[C@H](Cc3ccc(O)cc3)n3cc(CCO)nn3)CC2)nc(N2CCN(C(=O)[C@H](Cc3ccc(O)cc3)n3cc(CCO)nn3)CC2)n1	-5%	-5%[2.36 µM]	0%	5%	-9%	.	-9%
Cc1cc(C)cc(NC2=NCC(=O)N2Cc2ccccc2)c1	40%[38.3 µM]	-3%	1%	-17%	-6%	16%	15%
O=C(O)c1cc(=O)c2cccc(O)c2[nH]1	28%&20%	-17%&17%	1%&-5%	0%&3%	.	-6%&5%	.

Next compounds
SMILES	IMPase Li inh	CBFb-RUNX1 inh	Luc counter	SMN2 splice enh	HttQ103 aggreg	HTT ATP protect	Lamin A splicing
COc1ccc(NC(=O)c2ccco2)cc1NC(=O)c1cccc(OC(C)C)c1	13%[38.3 µM]	-7%	-1%	-15%	?	-39%[inhibitor][10 µM]	12%[0.0737 µM]
Cc1cc(C)n(CC(=O)n2c(C)c(C)c3ccccc32)n1	2%	-5%	1%	-2%	-12%	14%[10 µM]	-2%
CC1(C)CC(=O)C2=C(C1)NC1=C(C(=O)c3ccccc31)C2c1cc([N+](=O)[O-])ccc1O (configuration not stated)	.	?	.	.	-10%[9.22 µM]	13%[10 µM]	.
Cc1ccc(-n2nc(C)c3c2OC(N)=C(C#N)C3c2cccs2)cc1 (configuration not stated)	-2%[38.3 µM]	-7%	-1%	4%	17%	-2%[10 µM]	-3%
COc1ccc(C2c3c(ccc4ccccc34)Oc3ncn4nc(CO/N=C/c5ccccc5)nc4c32)cc1 (configuration not stated)	-1%[38.3 µM]	1%	-3%	11%	-3%	1%	2%
COc1ccc(C2NC(=O)NC3=C2CCc2ccccc23)cc1 (configuration not stated)	-4%[38.3 µM]	0%	-7%	2%	28%	-30%	1%
Cc1cccc(N2C(=N)SCC2=O)c1C	2%	4%	-2%	6%[1.84 µM]	-8%	15%[10 µM]	-3%
FC(F)(F)c1cc(C(F)(F)F)c2ccc(N3CCN(c4ccc(Cl)cc4)CC3)nc2n1	21%[38.3 µM]	4%	5%	-18%	8%	5%	11%
COc1ccc2sc(NC(=O)c3ccco3)nc2c1	-15%[38.3 µM]	4%	-27%	?	-9%	-100%[inhibitor]	7%
COc1ccc(CCNC(=O)CSc2nc(C)cs2)cc1	-2%	0%	3%	2%	-20%	-3%[10 µM]	-2%
O=C(NC(=S)Nc1ccccc1N1CCOCC1)c1ccc(-c2ccccc2F)o1	.	1%	.	.	-2%[9.22 µM]	5%[10 µM]	.
CCCC(=O)NC(NC1CCS(=O)(=O)C1)C(Cl)(Cl)Cl (configuration not stated)	1%	-2%	-2%	.	20%[9.22 µM]	-4%[10 µM]	.
CCCN1CNC(=S)N(CC2CCCO2)C1 (configuration not stated)	-1%	-5%	0%	7%	10%	-17%[10 µM]	4%
CN1CCC(OC(=O)c2cccc(Cl)c2)CC1	20%	4%	0%	-3%	-3%	-29%	.
O=C(Cc1csc(Nc2nc(=S)[nH]c3ccccc23)n1)N1CCN(c2cccc(Cl)c2)CC1	12%	-8%	0%	-50%[inhibitor]	?	-50%	-11%[46 µM]
Cc1occc1-c1nnc(SCC(=O)NCCc2ccccc2)n1Cc1ccccc1	8%[38.3 µM]	?	2%	-7%	23%	-27%[10 µM]	?
O=C1NC(NS(=O)(=O)c2ccc(Cl)cc2)(C(F)(F)F)C(=O)N1Cc1cccnc1 (configuration not stated)	-3%	6%	1%	-4%	10%	.	-4%
COc1cc(OC)c(/C=N/n2c(C)nnc2C)c(OC)c1	11%	-14%	-3%	5%	8%	-27%[0.074 µM]	?
Cc1c(Cl)c([N+](=O)[O-])nn1CC(=O)NCc1ccco1	-13%[38.3 µM]	6%	3%	-9%	17%	-7%	-2%
O=c1oc(-c2ccco2)nc2c1cnn2-c1ccccc1	14%[38.3 µM]	5%	6%	-5%	8%	-13%[10 µM]	11%
O=C(CSC(=S)N1CCSCC1)c1ccc(Cl)cc1	7%	5%	1%	16µM*	-13%	-62%[inhibitor]	.
CCOc1ccc(NC(=O)c2ccccc2NC(=O)CN(C)CC(=O)Nc2ccc(C)cc2)cc1	6%[38.3 µM]	-1%	-2%	-19%	8%	-20%	0%
O=C(Nc1ccc(N2CCN(C(=O)C3CC3)CC2)cc1)c1cccs1	1%	3%	0%	10%	6%	-35%[inhibitor]	.
CCOC(=O)C1Oc2ccccc2C(c2ccc(F)cc2)=C1C(=O)OC (configuration not stated)	23%	14%[89.1 µM]	0%[39.9 µM]	.	.	-15%	.
Cc1ccc(O)c(-c2cc(C(F)(F)F)[nH]n2)c1	-5%[38.3 µM]	2%	1%	-18%	-16%	-31%	5%
CCCCCCN1C(=O)C(O)=C(C(C)=O)C1c1ccccc1[N+](=O)[O-] (configuration not stated)	10%	-4%	-5%	-22%	.	.	.
Cc1ccc(NC(=O)Cn2nnc(C(=O)NCc3ccco3)c2N)cc1	3%[38.3 µM]	2%	-1%	7%	-3%	-46%[inhibitor]	34%
CN(Cc1ccccc1)C(=O)C(C(=O)c1ccc(F)cc1)n1cc(Cl)ccc1=O (configuration not stated)	0%	-1%	-1%	31%	8%	-35%	21%[46 µM]
CN(CC1CCCO1)S(=O)(=O)c1ccc(C(=O)Nc2nccs2)cc1 (configuration not stated)	.	0%	.	.	12%[9.22 µM]	-6%[10 µM]	.
O=C(c1ccco1)N1CCN(S(=O)(=O)c2ccc3c(c2)CCN3C(=O)C2CC2)CC1	25%[38.3 µM]	-3%	1%	-18%	10%	-19%	9%[0.0737 µM]
CN(C(=O)CSc1nc(-c2ccccc2)cs1)C1CCS(=O)(=O)C1 (configuration not stated)	9%[38.3 µM]	4%	-3%	21%	15%	-2%	2%
CCc1n(CC(O)COCc2ccccc2)c2ccccc2[n+]1C (configuration not stated)	-3%	4%	-2%	10%	-12%	?	16%[46 µM]
COc1ccc2c(CCNC(N)=S)c[nH]c2c1	.	-1%	.	.	-7%[9.22 µM]	14%[10 µM]	.
Cc1ccc(NC(=O)NCCc2ccc(S(N)(=O)=O)cc2)cc1	-5%[38.3 µM]	1%	-2%	-16%	23%	-13%[0.074 µM]	7%
CNc1ccncc1S(=O)(=O)NC	-5%	0%	1%	13%	-2%	.	0%
